# KB-V1 cytotox: KB-V1 MDR subline cytotoxicity. KB-V1 MDR cells viability, CellTiter-Glo, 72 h. Potency, µM (titrated, usually from 46.1 µM), for the others: at the top dose activity change, negative = cytotoxicity, actives largely listed as cytotoxic. 3.4% of 400,000 active; further: potency means the concentration at half of the fitted maximal effect; on the % scale 0 is the no-effect control and ±100 the full control effect; nearly all actives have a fitted effect of over 60% in size
#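 KB-V1, DMEM (no phenol red) + 10% FBS; cpd pin-transferred, titration series; 72 h, 37 degrees C; CellTiter-Glo, luminescence. Data normalized, curve-fit.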
# HT1080NT lethal: kills 2HG-producing HT-1080-NT fibrosarcoma cells. 1.6% of 360,000 active. HT-1080-NT fibrosarcoma viability, CellTiter-Glo ATP luminescence, 48 h. Potency, µM (series often up to 46.1 µM), for the others: at the top dose activity, negative = less viability, most hits filed as cytotoxic. AID 686970;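 further: NT is the 2HG producing partner of a matched IDH1 knockdown line; potency means the concentration at half of the fitted maximal effect; 0% = DMSO-treated cells and -100% = media-only wells without cells; nearly all actives have a fitted effect of over 55% in size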
#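 Fibrosarcoma NT cells, 750 per well in 5% FBS RPMI, were exposed to compound for 48 hours. Viability: CellTiter-Glo luminescence.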
# ATXN2 expr inh: reduces ATXN2 reporter expression in HEK-293 cells | Potency, µM (titrated, usually from 57 µM), without a hit: at the top dose activity change, negative = inhibition, usual class: inhibitors | 0.72% of 360,000 active | AID 1745845 | HEK-293 ATXN2-luciferase reporter, luminescence, 24 h; further: potency means the concentration at half of the fitted maximal effect; on the % scale 0 is the no-effect control and ±100 the full control effect; nearly all actives have a fitted effect of over 55% in size
#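 ATXN2-luciferase reporter cells (luciferase flanked by upstream and downstream ATXN2 gene portions) were treated 24 h at 37 °C with compounds at up to 57 uM. SteadyGlo luminescence gave expression; GF-AFC fluorescence gave viability.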
# KB-3-1 cytotox: kills parental KB-3-1 adenocarcinoma cells; Potency, µM (titrated, usually from 46.1 µM), without a hit: at the top dose activity change, negative = cytotoxic, most hits filed as cytotoxic; KB-3-1 viability, CellTiter-Glo ATP luminescence, 72 h; 1.4% of 400,000 active; further: potency means the concentration at half of the fitted maximal effect; on the % scale 0 is the no-effect control and ±100 the full control effect; nearly all actives have a fitted effect of over 60% in size
#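 Luminescent ATP read-out (CellTiter-Glo) measures survival of drug-naive KB-3-1 cells after 72 h compound exposure at 37 °C. Titration series was screened from lowest to highest concentration, with DMSO vehicle plates as background controls.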
# IL1B secr inh: inflammasome signaling inhibition, IL-1 beta readout | 4.7% of 360,000 active | activity change, % at 57.5 µM | THP-1 LPS/ATP IL-1B secretion, AlphaLISA, 16 h; hits give low values; in the data active means activity change below about -50%; inconclusive means mostly about -30% to -49%; further: on the % scale 0 is the no-effect control and ±100 the full control effect
#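 Secreted IL-1B measured by AlphaLISA bead assay after 16 h compound exposure of THP-1 cells; compounds (final up to 57.5 uM) added 1 h before LPS (250 ng/mL) and ATP (1.25 mM) stimulation; lower signal means less secretion.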
# S2 tox: cell viability loss in ATXN counter-screen. S2 cells (HEK-293 line with an ATXN2-luciferase reporter) viability, CellTiter-Fluor protease fluorescence, 24 h. Potency, µM (titrated, usually from 56.7 µM), most hits filed as cytotoxic. 0.49% of 400,000 active. AID 651635; further: potency means the concentration at half of the fitted maximal effect; nearly all actives have a fitted effect of over 40% in size
# MCF10A rerep: DNA re-replication induction in MCF 10a cells | MCF 10A DNA re-replication, Hoechst nuclear intensity, 48 h | Potency, µM (series often up to 46.1 µM), inactives show top-dose activity, positive = re-replication, usual class: activators | 2.9% of 350,000 active; further: potency means the concentration at half of the fitted maximal effect; % of control where 0% means no effect; nearly all actives have a fitted effect of over 50% in size
# HT1080 IDH1KD tx: kills HT-1080 cells with IDH1 knockdown; HT-1080 IDH1 knockdown viability, ATP luminescence, 48 h; Potency, µM (highest dose often 46.1 µM), without a hit: at the top dose activity, negative = toxicity, actives largely listed as cytotoxic; 2% of 360,000 active;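 further: potency means the concentration at half of the fitted maximal effect; 0% = DMSO wells and -100% = cell-free medium wells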
#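 CellTiter-Glo luminescence after 48 h compound exposure at 37 degrees C of IDH1-knockdown HT-1080 cells in 5% FBS RPMI. %Activity scaled between DMSO wells and cell-free media wells, with curves fitted and assigned curve classes.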
# SW480 rereplic: induces DNA re-replication in SW480 colon adenocarcinoma cells. 1.8% of 340,000 active. Potency, µM (series often up to 46.1 µM), without a hit: at the highest dose re-replication activation, usual class: activators. AID 624297. SW480 DNA re-replication, Hoechst DNA content imaging, 48 h; further: potency means the concentration at half of the fitted maximal effect; % of control where 0% means no effect; nearly all actives have a fitted effect of over 55% in size
#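 Compounds, transferred as 23 nL by pin tool, were incubated with cells for 48 hr; DNA content per nucleus was then quantified by Hoechst staining and fluorescence plate imaging.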
# The depositor's hits bear a star; i = inactive; ? = inconclusive; / = not tested or not shown; & = joins results of further samples; [ ] = dose if it differs, or a comment. Unless noted, the call rests on the fitted dose curve; in most records, active means well fitted curve in the direction sought with a large enough effect; inconclusive means small, poorly fitted or top-dose-only effect, or another doubt; inactive means no such curve, though single readings can be large; an effect the other way counts as inactive or inconclusive.
SMILES,KB-V1 cytotox,HT1080NT lethal,ATXN2 expr inh,KB-3-1 cytotox,IL1B secr inh,S2 tox,MCF10A rerep,HT1080 IDH1KD tx,SW480 rereplic
CCOc1ccc(N)cc1OC,2%,-6%,-14%,1%,15,i,-1%,-21%,1%
COc1ccccc1/C=C/C(=O)OCC(=O)c1c[nH]c2ccccc12,?,-11%,6%,7%,29,?,4%,1%,-5%
Cc1cc(C)c(NC(=O)CN(C)C(=O)c2ccc(OCc3ccccc3)cc2)c(C)c1,?,-3%,18%,8%,0,i,-10%,-2%,-2%
CCOc1c(CC2C(=O)Nc3ccc(Br)cc32)cccc1OC (centres undefined),-25%,/,-25%,-17%,/,i,/,/,/
COc1ccc(C)cc1NC(=O)CN1C(=O)c2ccccc2S1(=O)=O,-1%,0%,-8%,3%,3,i,-3%,0%,-3%
COc1ccc(Cc2nnc(NC(=O)CSc3ccccc3)s2)cc1,-26%,?,-12%,17%,14,i,-14%,-16%,-1%
Cc1cc(C)c(C)c(S(=O)(=O)N[C@@H](C)C(=O)OC(C)C(=O)NC(N)=O)c1C (some centres undefined),0%,6%,/,3%,0,i,4%,14%,-8%
CCc1cc2c(COC(=O)c3cc(S(=O)(=O)N4CCOCC4)ccc3F)cc(=O)oc2cc1O,0%,?,?,16%,-77*,/,?,-22%,-28%
O=C(COC(=O)c1cn(-c2ccccc2)nc1-c1cccnc1)NC1CC1,16%,20%,/,-17%,-3,i,10%,16%,1%
Cc1cc(NC(=O)c2ccc3c(c2)N(Cc2cccc(Cl)c2)C(=O)c2ccccc2S3(=O)=O)ccc1Br,-21%,/,0%,-13%,/,i,/,/,/
CCSc1nc2ccccc2c(OCc2ccc(Cl)cc2)c1C(=O)OC,3%,/,-12%,-1%,/,i,/,/,/
O=C(/C=C/c1ccco1)Nc1cc(Cl)ccc1C(=O)O,?,-10%,13%,?,0,i,?,-17%,/
COc1ccccc1N1CCN(CC(=O)Nc2ccc3c(c2)OCCO3)CC1,-5%,-3%,4%,4%,23,i,-18%,-1%,15%
O=C(NCC1(N2CCOCC2)CCCCC1)c1ccc(S(=O)(=O)Nc2ccccc2F)cc1,?,1%,7%,0%,3,i,2%,-5%,2%
CN1OC[C@@H]2CN(C(=O)C(C)(C)C)[C@H](c3cccc(-c4ccccc4)c3)C[C@@H]21,-6%,10%,0%,0%,-1,i,5%,9%,-2%[9.22 µM]
O=C(Nc1ccc2nc(SCc3ccccc3)sc2c1)c1ccccc1F,?,/,23%,-10%,/,i,/,/,/
COc1ccc(S(=O)(=O)N(C)CC(=O)NCCCN2CCOCC2)cc1C,14%,10%,4%,12%,25,i,-8%,23%,-7%
O=C(N/N=C/c1ccncc1)c1sc2ccccc2c1Cl,16%,23%,/,-2%,-20,?,0%,8%,-3%
CC1(C)Cc2c(sc(NC(=O)c3ccc(C(=O)c4ccccc4)cc3)c2C(N)=O)C(C)(C)N1,?,10µM*,25µM*,?,-102*,?,23µM*,9.2µM*,21µM*
Cc1ccc(C)c(C(C)NC(=O)c2ccccc2Br)c1 (centres undefined),-22%,-2%,-16%,-1%,?,i,3%,-8%,-5%
COc1cc(OC)nc(NC(=O)NS(=O)(=O)c2ccc(F)cc2)n1,19%,20%,-6%,15%,23,i,-2%,18%,-95%[inhibitor]
CCOC(=O)N1CCN(Cc2nc3cc(NC(=O)CC)ccc3n2CC)CC1,-1%,-17%,/,?,15,i,?,?,?
O=C(COc1ccc(Cl)cc1)OCC(=O)N1CCOCC1,-2%,15%,9%,-6%,23,i,?,5%,8%
CCOC(=O)N1CCN(C(=O)CSCc2ccccc2C)CC1,-5%,14%,37%,2%,17,i,-18%,13%,-5%
O=C(O)c1cccc(NC(CNS(=O)(=O)c2ccc(Cl)cc2)c2ccccc2)c1 (centres undefined),8%,0%,-3%,2%,23,i,13%,-19%,2%
COc1ccc(OC)c(NC(=O)c2ccc(CSc3ncccn3)cc2)c1,-15%,-1%,-11%[11.3 µM],7%,?,i,6%,3%,1%
NS(=O)(=O)c1ccc(CNC(=O)Cc2c(F)cccc2Cl)cc1,?,2%,-4%,-13%,1,i,-4%,1%,-13%
Cc1cccc(NC(=O)CCS(=O)(=O)c2cc(Br)cc3c2N(C(=O)C2CC2)CC3)c1C,1%,/,10%,1%,/,i,/,/,/
COc1ccc(C(C)(C)C)cc1NC(=O)c1ccc2c(c1)SC1=NS(=O)(=O)CCN12,0%,12%,2%,13%,-22,i,2%,8%,6%
CCC(Sc1nc(=O)cc(N)n1-c1cccc(C)c1)C(=O)Nc1cc(C)on1 (centres undefined),-1%,1%,-7%,19%,6,i,5%,0%,?
O=C(Oc1cccc(/C=N/Nc2nc(Nc3ccccc3)nc(N3CCOCC3)n2)c1)c1ccco1,15µM*,-28%,-6%,-6%,1,i,?,?,?
Cc1nccc(-c2ccc(-n3cnc4ccccc43)cc2)n1,-1%,5%,31%,10%,-23,i,1%,2%,-10%
CCO[C@@H]1OC(C(=O)N2CCCCCCC2)=C[C@H](c2csc3ccccc23)[C@H]1CCCO,-8%,9%,4%,-6%,?,i,?,1%,-23%[9.22 µM]
O=C(Cn1cnc2c(NCc3ccccc3)ncnc21)NCc1nc2ccccc2[nH]1,5%,0%,5%,23%,16,i,?,8%,-6%
NC(=O)c1ccc[n+](CC(=O)Nc2ccccc2C(=O)O)c1,-7%,20%,-28%,-2%,-2,?,3%,26%,0%
CC1CCCCN1CCCNC(=O)c1ccc2c(c1)NC(=O)CN2C (centres undefined),4%,-8%,/,0%,-12,i,/,-3%,/
CN1CCN(NC(=O)c2ccc(S(=O)(=O)N3CCCCCC3)cc2)CC1,-1%,16%,-18%,10%,-3,i,3%,4%,0%
Cc1cc(NC(=O)CSc2nc(-c3cccs3)cc(C(F)(F)F)n2)no1,1µM*,0.79µM*,-20%,1.6µM*,28,i,-6%,0.5µM*,2%
CN(C)S(=O)(=O)c1ccc(Cl)c(NC(=O)COC(=O)CNS(=O)(=O)c2c(F)cccc2F)c1,27%,10%,/,-1%,14,/,5%,0%,-17%
CCOC(=O)C1(C)/C(=N/Nc2ccc(S(N)(=O)=O)cc2)C(=O)C(=O)N1c1ccccc1 (centres undefined),30%,2%,-16%,19%,25,?,-1%,-1%,-41%[inhibitor]
Cc1ccc(S(=O)(=O)NN)c(C)c1N1CCCC1=O,6%,0%,-6%,-2%,-9,i,-2%,15%,-8%
CCc1nnc(NS(=O)(=O)c2ccc(NS(=O)(=O)c3ccccc3[N+](=O)[O-])cc2)s1,12%,-1%,-3%,0%,15,i,0%,10%,-2%
O=C(NCc1ccccc1Cl)C1CCCN(S(=O)(=O)c2cccc3nsnc23)C1 (centres undefined),?,2%,-14%&0%,1%&13%,-8,?,8%,0%,-1%
COCCCNC(=O)c1[nH]c2cc(OC)ccc2c1Sc1ccc(C)cc1,-3%,/,2%,-1%,/,i,/,/,/
CCCc1nnc(SCC(=O)NC2CC2)n1CC,-5%,1%,3%,-1%,24,i,?,14%,6%
Cc1cc(NC(=O)Cn2c(=O)c3c(ncn3CC(C)C)n(Cc3ccccc3)c2=O)no1,?,3%,6%,18%,18,i,0%,1%,-6%
Clc1ccc(Oc2cnns2)cc1Cl,15%,12%,7%,0%,18,i,10%,10%,-2%
Cc1cc(C(=O)OCC(=O)NCc2ccc(F)cc2)c2ccccc2n1,0%,5%,8%,-7%,0,i,-1%,10%,-14%
CC(NC(=O)C1CCN(C(=O)c2ccc(F)cc2)CC1)c1ccc(S(N)(=O)=O)cc1 (centres undefined),?,3%,6%,?,22,i,0%,3%,-2%
Oc1c(/C=N/c2ncn[nH]2)ccc2ccccc12,-5%,-17%,-8%,0%,23,i,-179%[0.0737 µM],-27%,-24%
COc1ccc(-c2nn(-c3ccc(C)c(Cl)c3)c3c2cnc2cc(OC)c(OC)cc23)cc1,-18%,/,13%,-2%,/,i,/,/,/
CC(O)(c1cccnc1)c1nc(-c2cccc3cccnc23)cs1 (centres undefined),1%,6%,3%,0%,7,i,/,0%,/
C=CCNC(=O)c1cc(-c2ccncc2)nc2c(C)cc(C)cc12,-12%,?,-21%,-15%,-29,i,?,-2%,2%
COc1ccccc1NS(=O)(=O)c1cccc(NC(=O)Cc2cccs2)c1,?,1%,-5%,-7%,-4,i,11%,-2%,5%
Nc1cc(C(=O)OCC(=O)NCCNC(=O)COC(=O)c2ccc(Cl)c(N)c2)ccc1Cl,-10%,5%,-17%,18%,25,i,0%,6%,-7%
COc1ccc(/C=C(\C#N)c2nc(-c3cc4ccccc4oc3=O)cs2)cc1OC,?,/,12%,22%,/,i,/,/,/
CCN(CC(=O)Nc1ccccc1C(F)(F)F)CC(=O)NC1CC1,?,10%,5%,1%,10,i,1%,13%,-3%
O=C(c1cnn(C(=O)CN2CCCC2=O)c1)c1ccccc1O,?,1%,4%,-8%,-2,i,-3%,-8%,-1%
CCOc1cccc2cc(C(=O)N3CCOCC3)c(=O)oc12,44%,16%,4%,4%,-6,i,1%,20%,-5%
Cc1ccc2c(C(=O)CNc3nncs3)c(C)[nH]c2c1,9%&14%,14%,/,2%&4%,?,i,13%,8%,-3%

# Fetched by structure from the list above (3):
SMILES,KB-V1 cytotox,HT1080NT lethal,ATXN2 expr inh,KB-3-1 cytotox,IL1B secr inh,S2 tox,MCF10A rerep,HT1080 IDH1KD tx,SW480 rereplic
C=CCNC(=O)c1cc(-c2ccncc2)nc2c(C)cc(C)cc12,-12%,?,-21%,-15%,-29,i,?,-2%,2%
CC(O)(c1cccnc1)c1nc(-c2cccc3cccnc23)cs1 (centres undefined),1%,6%,3%,0%,7,i,/,0%,/
Oc1c(/C=N/c2ncn[nH]2)ccc2ccccc12,-5%,-17%,-8%,0%,23,i,-179%[0.0737 µM],-27%,-24%
